Bioassay records deposited in PubChem BioAssay by several laboratories.
KOR beta-arrestin-1 – kappa opioid receptor blockers – cell-based, luminescence, uHTS (AID 1778); KOR beta-arrestin recruitment, luminescence, antagonist mode; higher % means a stronger effect; one-dose inhibition, % at 10 µM; IC50 in µM for titrated hits; 290,000 compounds, 0.091% hits; note: strong numbers were not always called active
HIV fusion peptide – cell-free HIV fusion peptide-binding blockers – biochemical, uHTS, fluorescence dequenching, primary screen (AID 1986). 290,000 compounds, 0.3% hits. cell-free peptide binding, fluorescence dequenching, 30 min; higher % means a stronger effect. one-dose inhibition, % at 20 µM; IC50 in µM for titrated hits; in the data active = inhibition mostly above about 52%, no sharp cut-off; inactive = mostly below about 76%; note: some results filed as inactive read as strong as hits
MgcRacGAP inhibition – MgcRacGAP GTPase-activating activity inhibitors, confirmation, biochemical, ADP Hunter fluorescence; 340,000 compounds, 0.6% hits; MgcRacGAP-stimulated Rac1 GTP hydrolysis, ADP Hunter fluorescence; higher % means a stronger effect; GST-tagged Rac1 F28L mutant substrate; one-dose inhibition, % at 30 µM; IC50 in µM for titrated hits;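 active = first-screen hits whose inhibition reached a set limit at any dose in the follow-up dose series; inconclusive = inhibition above the set first-screen limit but never retested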;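 note: fluorescence reports GDP produced by GAP-driven GTP hydrolysis; strong numbers were not always called active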
Large T inhibition – SV40 large T antigen inhibitors, biochemical (AID 1903); SV40 large T antigen ATPase/helicase inhibition assay; higher % means a stronger effect; inhibition, % at 20 µM; hits with a dose series show IC50 in µM; 310,000 compounds, 0.39% hits; in the data active = a potency from the dose series; inconclusive = inhibition mostly from about 32% at the one dose, without a potency; inactive = the rest, 99 in 100 with inhibition below about 32%; note: strong numbers were not always called active
HEK293 NOD2/NF-kB – inhibition of NOD2-driven NF-kB reporter – cell-based, luminescence, uHTS, HEK293 (AID 1566) | 290,000 compounds, 0.63% hits | one-dose inhibition, % at 4 µM; EC50 in µM for titrated hits | HEK293 NOD2/NF-kB luciferase reporter, luminescence; higher % means a stronger effect; note: many of its hits are not listed in these tables
NOD1 inhibition – inhibition of NOD1-driven NF-kB reporter – cell-based, luminescence, uHTS, primary screen (AID 1578) | NOD1-driven NF-kB luciferase reporter cells, luminescence; higher % means a stronger effect | inhibition, % at 4 µM; hits with a dose series show EC50 in µM | 290,000 compounds, 1% hits; in the data active = inhibition mostly above about 36%, no sharp cut-off; inactive = mostly below about 34%;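 note: HEK-293T reporter cells stimulated with the NOD1 agonist gamma-tri-DAP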
KOR beta-arrestin-2 – kappa opioid receptor activators – cell-based, luminescence, uHTS, primary screen (AID 1777); KOR beta-arrestin recruitment, luminescence; higher % means a stronger effect; activation, % at 10 µM; hits with a dose series show EC50 in µM; 280,000 compounds, 0.02% hits; in the data active = activation above about 50%, passing the limit was not always enough; note: a part of the inactive calls stands beside numbers as strong as those of hits
GPR55 LPI antagonism – GPR55 antagonists blocking LPI-driven arrestin recruitment, primary screen, imaging, U2OS, beta-arrestin-GFP, LPI agonist (AID 2013). U2OS GPR55 beta-arrestin-GFP translocation imaging, LPI antagonism; higher % means a stronger effect. inhibition, % at 10 µM; hits with a dose series show IC50 in µM. 290,000 compounds, 0.13% hits;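 active = spots per cell inhibited over 60%, with over 100 cells counted and total cytoplasm intensity under 500,000; inconclusive = wells with under 100 cells, flagged as likely toxic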;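 note: U2OS cells stably carrying GPR55 and arrestin-GFP stimulated by 5 µM LPI near EC80; imaged beta-arrestin-GFP aggregate spots per cell after agonist stimulation; plate controls were LPI-stimulated DMSO wells for no effect and DMSO wells without LPI for full effect; some results filed as inactive read as strong as hits; confirmed hits need IC50 under 10 µM and bright autofluorescent wells are also inconclusive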
GPR55 activation – GPR55 agonists via beta-arrestin recruitment, primary screen, imaging, U2OS cells, beta-arrestin-GFP redistribution (AID 1961); U2OS GPR55 beta-arrestin-GFP redistribution imaging; higher % means a stronger effect; 290,000 compounds, 0.048% hits; activation, % at 10 µM, or EC50 in µM where a hit was titrated;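 active = activation above 40% with more than 50 cells counted in the well; inconclusive = wells holding fewer than 50 cells, flagged as toxic or sparse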;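 note: U2OS osteosarcoma cells stably expressing GPR55 and beta-arrestin-GFP; plate controls were DMSO negative control for no effect and LPI positive control for full effect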
The depositor's hits bear a star; ? = inconclusive; nt = not tested or not shown; [ ] = remark or other dose. Cut-off read from the data, not from the text of the source, unless noted: active = inhibition above about 50%; inactive = the rest. A portion of the library (hit frequency here may not be typical).

Order of values: KOR beta-arrestin-1, HIV fusion peptide, MgcRacGAP inhibition, Large T inhibition, HEK293 NOD2/NF-kB, NOD1 inhibition, KOR beta-arrestin-2, GPR55 LPI antagonism, GPR55 activation
Cc1ccc(CS(=O)(=O)c2ncc(Cl)c(C(=O)Nc3nnc(C)s3)n2)cc1
    -24%, 0.7%, 11%, 6%, -31%, -18%, -5.3%, 6%, -0.1%
CCOC(=O)N1CCN(C(=O)CN(c2ccccc2OC)S(=O)(=O)c2ccc(C)cc2)CC1
    -18%, -0.6%, 0%, 17%, -4%, -26%, 6.3%, 1%, 0.3%
COc1ccccc1N1CCN(C(c2ccccn2)c2nnnn2C2CCCCC2)CC1 (configuration not stated)
    -16%, -1.5%, 2%, -1%, -5%, 21%, -2.0%, -6%, 0.0%
O=C(CSc1ncnc2c1cnn2-c1ccc(F)cc1)NCc1ccc2c(c1)OCO2
    -38%, -0.7%, 9%, 12%, -9%, 48%, 43%, 1%, -0.3%
CC(C)N(C(C)C)S(=O)(=O)c1ccc(N2CCc3ccccc3C2)nc1
    10%, 0.6%, 7%, 9%, -35%, -25%, -3.7%, -3%, 0.1%
CCn1c(=O)c2c(nc3n2CCCN3Cc2ccccc2)n(C)c1=O
    -1%, 0.6%, 9%, 6%, 17%, -3%, 2.4%, -2%, 0.5%
COc1ccc(NC2=Nc3ccccc3CC2)cc1
    20%, -2.1%, -3%, 4%, -62%, -46%, nt, 13%, -0.1%
CCOC(=O)c1ccc(CN2C(=O)c3ccccc3S2(=O)=O)cc1
    5%[20 µM], -2.4%, -19%, 7%, 15%, -13%, nt, -4%, 0.3%
CCCSc1nc2sc3c(c2c(=O)n1CC)CC(C)(C)OC3
    -14%, 0.4%, 8%, 20%, 9%, -2%, -2.8%, 6%, -0.2%
NS(=O)(=O)c1ccc(CCNC(=O)c2cccc3ccccc23)cc1
    18%, 0.8%, 4%, -1%, 8%, -27%, -2.9%, 7%, 0.0%
O=C(NCc1ccc(Cl)cc1)N1CCN(S(=O)(=O)c2ccccc2)CC1
    1%, -1.3%, -2%, 0%, 0%, -17%, -2.5%, 2%, -0.1%
CC(C)OC(=O)CN1CCN(S(=O)(=O)c2cc(Cl)ccc2Cl)CC1
    -82%, 0.9%, 7%, 9%, -12%, 5%, 5.3%, -9%, -0.1%
O=C(NCCCN1CCCCCC1)c1ccc2c(c1)NC(=O)C(N1CCOCC1)S2 (configuration not stated)
    8%, -0.7%, 9%, -2%, -2%, 17%, -0.9%, 0%, 0.2%
O=C(CCCC(=O)NC1CCCC1)NC1CCCC1
    nt, -1.0%, 2%, 7%, 8%, -12%, 2.8%, -2%, -0.4%
COc1ccc(NS(=O)(=O)c2cc(NC(=O)[C@@H](NC(=O)c3ccccc3)C(C)C)ccc2C)cc1
    nt, 1.5%, 2%, 14%, -4%, 7%, -4.2%, 2%, -0.4%
Cc1cc(C(=O)COC(=O)CCC(=O)c2ccc3c(c2)OCCO3)c(C)n1Cc1ccco1
    -37%, 5.7%, 7%, -1%, 6%, -13%, -3.9%, 8%, 0.2%
COc1ccc(NC(=O)c2cc3c(s2)CCC3)cc1S(=O)(=O)N1CCOCC1
    4%, -2.8%, 7%, 4%, 16%, -10%, 1.8%, 2%, -0.1%
Cc1ccc2ccc(C(Nc3cccc(C(F)(F)F)c3)c3cccnc3)c(O)c2n1 (configuration not stated)
    6%, -1.5%, 11%, 7%, 10%, 14%, 1.9%, 5%, -0.4%
COc1ccccc1/C=N\Nc1cn[nH]c(=O)c1Cl
    -6%, -0.2%, 5%, -1%, 11%, -19%, -2.2%, -1%, -0.4%
COC(=O)c1ccccc1NC(=O)Nc1cccs1
    43%, 13%, 7%, 4%, 1%, -57%, -1.3%, -13%, 0.2%
Cc1cc(C)n2nc(CNS(=O)(=O)c3c(F)c(F)c(F)c(F)c3F)nc2n1
    -8%, 0.9%, nt, nt, 30%, 20%, -1.2%, 1%, 1.8%
Cc1ccccc1C(=O)N1CCN(c2ccc([N+](=O)[O-])c(NCc3cccnc3)c2)CC1
    38%, -0.9%, 4%, 24%, 11%, -15%, 5.2%, -5%, 0.2%
CCC1CCCCN1CCCNC(=O)CSc1nc2nc(C)c(Cc3ccc(C)cc3)c(C)n2n1 (configuration not stated)
    -18%, 1.1%, 9%, 22%, 21%, -27%, 0.7%, 1%, -0.1%
COc1ccc(NC(=O)NCCCN2CCCC2=O)c(OC)c1
    22%, -1.8%, 7%, 9%, 8%, 21%, -6.6%, 6%, 0.2%
CCCCCCOC(=O)Nc1ccc(S(=O)(=O)Nc2cccc([N+](=O)[O-])c2)cc1
    13%, 6.0%, 1%, 14%, -2%, 36%, -0.3%, 15%, 0.3%
CCN1C(=O)/C(=C\N2CCN(c3ccccc3)CC2)SC1=S
    20%, -4.4%, 16%, 6%, 0%, -6%, -2.4%, 1%, -0.1%
Cc1ccc(N2C(=O)CC(N3CCN(c4ccccn4)CC3)C2=O)cc1 (configuration not stated)
    -14%[20 µM], 0.1%, 6%, 21%, 20%, -10%, nt, 17%, 0.1%
COc1ccc(C2CC(c3cccs3)=NN2C(=O)CCC(=O)O)cc1OC (configuration not stated)
    -6%[20 µM], -0.2%, 2%, 4%, 7%, -11%, -4.2%, -4%, 0.3%
CC1CC1C(=O)OCC(=O)Nc1ccc2[nH]c(=O)[nH]c2c1 (configuration not stated)
    -27%[20 µM], 0.0%, 0%, 7%, -10%, -4%, -7.2%, 7%, 0.6%
COc1ccc(C2=NS(=O)(=O)N(C)C(C(=O)N3CCOCC3)=C2)cc1OC
    -15%[20 µM], -0.8%, 11%, 7%, 4%, -23%, 1.5%, -3%, -0.1%
Cc1ccc(C(=O)Nc2c(N)nc(SCC(=O)Nc3cc(C)on3)[nH]c2=O)cc1
    9%, 0.1%, 10%, 2%, 6%, -22%, -0.9%, 18%, 0.0%
O=C(Oc1cc(-c2ccccc2)no1)c1ccc(Cl)cc1
    -40%, 3.0%, 6%, 6%, 11%, -12%, 2.2%, 16%, -0.1%
CCCCCCNc1nc(Cl)nc(NC(C)(C)CO)n1
    13%, -0.6%, -3%, 11%, 23%, -3%, 3.0%, 4%, -0.2%
CC(=O)c1ccc(N2CCN(C(=S)Nc3ccc(Cl)c(Cl)c3)CC2)cc1
    -16%, -2.1%, 8%, 5%, -12%, 6%, -3.8%, 3%, 1.5%
Clc1cccc(CSc2ccc(-c3cccnc3)nn2)c1
    20%, -0.3%, 8%, 15%, -12%, -27%, -4.5%, 9%, 0.5%
CCN(C(=O)CN1C(=O)S/C(=C\c2cccc(OC)c2)C1=O)C1CCS(=O)(=O)C1 (configuration not stated)
    8%, -1.5%, 0%, 0%, 0%, -8%, -8.8%, -15%, 0.3%
CC1(C)C=C2C(=NN(c3ccccc3)C(N)=C2C#N)CO1
    -42%[20 µM], 0.3%, 6%, -4%, 17%, 11%, -1.3%, 7%, 0.2%
Cn1c(CNC(=O)c2ccccc2F)nnc1SCC(=O)c1ccccc1
    -7%, -0.3%, 13%, 4%, 8%, -22%, -1.6%, 16%, -0.1%
O=C(CSc1ncnc2scc(-c3ccccc3)c12)N1CCN(c2ccccc2F)CC1
    -21%, -1.2%, 6%, 6%, 11%, 14%, 5.1%, 12%, -0.2%
Cc1nn(Cc2ccccc2)c(C)c1NC(=O)CSc1nnc(-c2cc(Cl)ccc2O)n1C
    -4%, 1.1%, 4%, -7%, -3%, nt, -0.9%, -2%, -0.1%
Cn1cnc(S(=O)(=O)N2CCN(c3ccc(F)cc3)CC2)c1
    0%, -1.4%, nt, 5%, 12%, -6%, 1.3%, 4%, 0.0%
CCn1c(CNC(=O)c2ccco2)nnc1SCC(=O)Nc1cccc(F)c1
    1%[20 µM], 0.5%, -9%, 3%, 2%, -13%, -5.4%, -13%, 0.2%
CN(C)/C=C/C(=O)c1ccc(Cl)cc1
    1%, 0.4%, 7%, 14%, 0%, -6%, 1.7%, -2%, -0.1%
Nc1ccc(Oc2ccc3c(c2)C(=O)N(CC2CCCO2)C3=O)cc1 (configuration not stated)
    16%, -2.5%, 10%, 19%, -1%, -2%, -3.6%, -10%, -0.1%
CC12COC3(C(=O)Nc4ccc(Cl)cc4)CC1CCC32C (configuration not stated)
    -23%, 2.7%, 3%, 11%, 1%, -41%, 3.1%, -7%, -0.1%
COc1cc(N)ccc1Cc1ccc(N)cc1OC
    17%, 34%, ?, ?, 5%, -9%, 2.0%, -4%, 0.9%
CCC(Cc1ccccc1)NC(=O)C1CCN(c2nn3c(=O)cc(C)nc3s2)CC1 (configuration not stated)
    -2%, -0.4%, 8%, 14%, 13%, -14%, -0.9%, 16%, 0.2%
COc1ccc(-c2nc(CN3CCN(C(=O)c4ccco4)CC3)c(C)o2)c(OC)c1C
    -23%, 0.7%, 7%, 4%, -14%, -35%, -1.4%, 10%, -0.1%
Cn1c(=O)[nH]c(=O)c2c1nc(CN1CCN(c3cccc(Cl)c3)CC1)n2CCCc1ccccc1
    4%, 4.0%, 4%, 5%, -4%, -7%, 0.9%, -3%, -0.1%
Nc1[nH]ncc1S(=O)(=O)c1ccccc1
    25%, 1.7%, 11%, 0%, -1%, -4%, 0.0%, 13%, 0.0%
COc1ccc(-c2nnc(NC(=O)c3ccccc3C)o2)cc1
    40%, 0.5%, -2%, nt, 17%, 0%, -1.2%, 10%, -0.1%
N/C(Cc1ccc(Cl)cc1Cl)=N\OC(=O)c1ccccc1
    -8%, 2.1%, 2%, 7%, 8%, -31%, -2.9%, 11%, 0.2%
Cc1ccccc1OC(C)C(=O)Nc1ccc2c(c1)OCO2 (configuration not stated)
    7%, -1.1%, 5%, 16%, 18%, -17%, -3.5%, -8%, 0.0%
COc1ccc(OCCSc2ncc(CO)n2C)cc1
    8%, 2.5%, 8%, -2%, -6%, -4%, -5.9%, 2%, 0.0%
COc1ccc(C(=O)CCC(=O)NCCc2c[nH]c3ccccc23)cc1
    -22%, 1.6%, 14%, 4%, 2%, -8%, -0.7%, 11%, 0.6%
CC(NC(=O)COC(=O)Cn1cnc2ccccc2c1=O)C1CC2CCC1C2 (configuration not stated)
    -14%, 3.0%, 3%, 5%, -6%, -29%, -3.3%, -5%, 0.2%
Cc1ccc(NC(=O)c2cccc(N3C(=O)CCC3=O)c2)nc1
    -33%, -0.7%, 6%, 5%, -2%, -4%, 4.1%, 5%, 0.3%
